LmPK inhibitor: qHTS Assay for Inhibitors of Leishmania Mexicana Pyruvate Kinase (LmPK). Potency, µM (doses to about 57.5 µM), inactives show top-dose activity change, negative = inhibition, actives largely listed as inhibitors. AID 1721, 2009. 0.37% of 290,000 active. purified LmPK, Kinase-Glo ATP luminescence, 1 h. Q27686; also: potency is read from the fitted curve at half-maximal effect
Target sequence (Q27686 whole entry, looked up): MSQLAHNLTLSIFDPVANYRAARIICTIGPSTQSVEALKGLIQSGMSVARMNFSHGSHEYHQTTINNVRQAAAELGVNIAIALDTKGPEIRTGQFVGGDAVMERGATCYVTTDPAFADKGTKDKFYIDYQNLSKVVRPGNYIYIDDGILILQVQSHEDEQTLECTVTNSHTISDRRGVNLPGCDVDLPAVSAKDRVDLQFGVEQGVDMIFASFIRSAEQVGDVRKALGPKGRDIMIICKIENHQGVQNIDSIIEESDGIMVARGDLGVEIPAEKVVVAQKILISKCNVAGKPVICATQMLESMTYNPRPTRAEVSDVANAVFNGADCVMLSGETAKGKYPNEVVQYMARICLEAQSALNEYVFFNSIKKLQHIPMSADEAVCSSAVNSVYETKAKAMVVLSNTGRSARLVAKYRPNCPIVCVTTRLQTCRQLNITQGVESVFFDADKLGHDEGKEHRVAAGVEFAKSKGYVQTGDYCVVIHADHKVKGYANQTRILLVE
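ATP generated from ADP (0.1 mM) and PEP (0.5 mM) by 0.1 nM LmPK over 1 h at room temperature (pH 7.2 imidazole buffer) was detected by coupled luciferase luminescence. Values were normalized to uninhibited and no-enzyme wells.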
AmpC inh no detg: qHTS Inhibitors of AmpC Beta-Lactamase (assay without detergent); P00811; AmpC nitrocefin hydrolysis, absorbance 480 nm, 0.0001% Triton; Potency, µM (titrated, usually from 57.1 µM), without a hit: top-dose activity change, negative = inhibition, actives largely listed as inhibitors; 0.52% of 330,000 active; AID 485341, 2010;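 also: potency is read from the fitted curve at half-maximal effect; plate controls were no compound for no effect and no enzyme for full effect; nearly all actives have a fitted effect of over 20% in size; some results filed as inactive show a strong effect at the top dose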
Target sequence (P00811 whole entry, looked up): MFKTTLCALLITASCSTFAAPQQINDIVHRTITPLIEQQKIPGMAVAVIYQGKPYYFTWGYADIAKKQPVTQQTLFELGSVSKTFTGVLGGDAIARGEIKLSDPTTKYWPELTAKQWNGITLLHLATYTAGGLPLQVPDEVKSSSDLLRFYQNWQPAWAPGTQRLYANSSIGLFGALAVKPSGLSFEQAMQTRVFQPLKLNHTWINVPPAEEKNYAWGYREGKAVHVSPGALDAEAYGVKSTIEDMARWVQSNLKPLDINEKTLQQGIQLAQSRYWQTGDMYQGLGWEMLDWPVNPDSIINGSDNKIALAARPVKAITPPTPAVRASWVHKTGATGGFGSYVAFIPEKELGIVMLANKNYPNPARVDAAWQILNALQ
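AmpC (5.3 nM in the dispensed reagent) in 20 mM phosphate pH 7.0 with 0.01% (detergent screen) or 0.0001% Triton X-100 was preincubated with compounds for 15 min at room temperature. Nitrocefin was then added from an 800 uM solution, and hydrolysis was followed at 480 nm.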
HCMV antiviral: qHTS Assay for inhibitors of the human cytomegalovirus (HCMV) | activity change, negative = inhibition, % at 57.5 µM | AID 1259415, 2018 | HFF cells, HCMV-luciferase reporter, 72 h; active compounds read low | 4.5% of 410,000 active; in the data active = activity change below about -60%; inconclusive = no clear call, values can overlap the other calls; inactive = above about -39%
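Human foreskin fibroblasts infected with luciferase-reporter HCMV at MOI 1 PFU/cell, compounds at two doses. Luciferase measured 72 h post infection; normalized to buffer-only basal and Salinomycin (10uM) controls.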
Tb PYK inh: qHTS of Trypanosoma Brucei Inhibitors; pyruvate kinase (Trypanosoma brucei), Q57TT1; TbPYK enzyme, Kinase-Glo Plus ATP luminescence, 45 min; Potency, µM (top dose mostly 76.8 µM), without a hit: at the highest dose activity, negative = inhibition, hits mostly inhibitors; 0.12% of 410,000 active; AID 624173, 2012; also: potency is read from the fitted curve at half-maximal effect; nearly all actives have a fitted effect of over 50% in size
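Readout: single end-point luminescence (Kinase-Glo Plus, 10 min). Reaction conditions were TbPYK/substrate plus 130 uM ADP, 45 min at RT, pH 7.2 TEA buffer. No-enzyme wells served as controls, and data were normalized before concentration-response fitting.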
AmpC detergent: qHTS Inhibitors of AmpC Beta-Lactamase (assay with detergent) | 0.041% of 370,000 active | AmpC hydrolysis of nitrocefin, absorbance 480 nm, 0.01% Triton | Potency, µM (highest dose often 114 µM), for inactives: at the highest dose activity change, negative = inhibition, hits mostly inhibitors | P00811;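 also: potency is read from the fitted curve at half-maximal effect; 0% = no-compound wells and -100% = no-enzyme wells; nearly all actives have a fitted effect of over 25% in size; some results filed as inactive show a strong effect at the top dose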
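AmpC (5.3 nM in the dispensed reagent) in 20 mM phosphate pH 7.0 with 0.01% (detergent screen) or 0.0001% Triton X-100 was preincubated with compounds for 15 min at room temperature. Nitrocefin was then added from an 800 uM solution, and hydrolysis was followed at 480 nm.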
AMA1 RON2 block: qHTS for Inhibitors of AMA1-RON; Towards Development of Antimalarial Drug Lead: Primary Screen. AID 720542, 2013. Plasmodium falciparum AMA1 (3D7) - RON2 peptide interaction. AlphaScreen AMA1-biotinylated RON2 peptide binding. Potency, µM (top dose mostly 58.2 µM), inactives show at the top dose activity change, negative = inhibition, most hits filed as inhibitors. 0.2% of 360,000 active;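 also: potency is read from the fitted curve at half-maximal effect; 0% = vehicle wells and -100% = peptide control; nearly all actives have a fitted effect of over 45% in size; some results filed as inactive show a strong effect at the top dose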
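AMA1 (3D7) with his tag at 25 nM final met compounds first, then biotinylated RON2 peptide at 25 nM; detection used donor plus acceptor beads, 10 µg/mL apiece, read by AlphaScreen after 30 min at room temperature.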
HCV inhibitor: qHTS Assay for Inhibitors of Hepatitis C Virus (HCV) | Huh7.5.1 HCVcc-Cre infection, luciferase reporter, 44 h | AID 651820, 2012 | 3.4% of 340,000 active | Potency, µM (titrated, usually from 41.8 µM), without a hit: top-dose activity change, negative = inhibition, hits mostly inhibitors; also: potency is read from the fitted curve at half-maximal effect
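Whole-lifecycle infectious HCVcc-Cre system; cells 1,000/well, compound then virus (~0.5 moi) added 4 h after plating, 44 h culture. Luciferase read 15 sec following 15 min substrate incubation, room temp.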
Starred values were filed as active, the others as inactive; ? = inconclusive; . = not tested or not shown; & = joins results of further samples; ! = repeats disagree; [ ] = another dose, or the depositor's remark. Unless noted, calls follow the shape of the dose curve; as a rule, active = well fitted curve in the direction sought with a large enough effect; inconclusive = small, poorly fitted or top-dose-only effect, or another doubt; inactive = no such curve, though single readings can be large; an effect the other way counts as inactive or inconclusive. Unless noted, % is scaled to controls: 0 for no effect and ±100 for the full control effect. Rows were taken by chance, and some 7.5% of all compounds hit somewhere here.

Structure	LmPK inhibitor	AmpC inh no detg	HCMV antiviral	Tb PYK inh	AmpC detergent	AMA1 RON2 block	HCV inhibitor
O=C(Nc1ccc2c3c(cccc13)CC2)c1ccco1	2%	-21%	-16	-7%	?	43%[activator]	0%
NC(=O)c1ccsc1NC(=O)C1CCN(S(=O)(=O)c2cccs2)CC1	.	6%	-21	5%	?	-6%	-17%
Cc1ccc2c(COC(=O)C34CC5CC(CC(C5)C3)C4)cc(=O)oc2c1	2%	-24%	-37	29%	-12%	-9%[11.6 µM]	-6%
C=C1CCC[C@]2(C)C[C@H]3OC(=O)C(CN4CC(C)OC(C)C4)[C@H]3C[C@@H]12 (stereo partly drawn)	-3%	132%[activator]	?	12%	1%	0%	12%
COc1cc(CNC(=O)CCC(=O)N2C[C@H]3C[C@H](C2)c2cccc(=O)n2C3)cc(OC)c1OC	-11%	-9%	15	0%	?	-12%	10%
CN(C)S(=O)(=O)c1ccc(N2CCOCC2)nc1	1%	-23%	7	-2%	-3%	-6%	18%
O=C(CNC(=O)C12CC3CC(CC(C3)C1)C2)OCC(=O)N1CCCCC1	.	-8%	-16	-5%	4%	-12%	?
O=C(c1ccc2c(c1)OCO2)N1CCc2ccccc21	-3%	-17%	27	-8%	0%	-15%	12%
Cc1ccccc1-n1nc(C(=O)c2cccs2)cc(-c2nc3ccccc3[nH]2)c1=N	6%	-33%	2	0%	-7%	34%[activator]	10µM*
COc1ccc(O)c(CNn2c(-c3ccc(Br)cc3)nc3ccccc3c2=O)c1	-1%	-10%	-74*	2%	1%	10%	-10%
CCn1nnnc1SCC(=O)N1CCc2ccccc21	.	.	45	2%	.	-2%	-1%
CCOc1ccc(NC(c2ccccc2)P(=O)(OC)OC)cc1 (stereo not drawn)	-6%	0%	18	-8%	11%	-19%	7%
COCCNc1nc(NCc2cccc(Cl)c2)c2cnn(C)c2n1	.	.	-27	3%	-3%	.	.
CCc1nc2ccccc2n1Cc1ccccc1OC	-2%	52%	-19	-3%	-25%	-3%	4%
CN(C)CCCN1c2ccccc2Sc2ccc(Cl)cc21	1%&-1%	61%&111%[activator]	-66*!	-4%&-11%&0%	-18%&-10%	?	?
COc1ccc(Br)cc1/C=C/C(=O)Nc1ccc(C)cc1	2%	-17%	68	0%	2%	-2%	?
Cc1[nH]nc2c1C(c1cccs1)C1=C(CCCC1=O)N2 (stereo not drawn)	4%	-27%	58	-2%	4%	6%	26%
CC(=O)Oc1ccc2c(=O)c(N3C(=O)c4ccccc4C3=O)c(C)oc2c1	1%	-14%	-17	1%	-22%	-1%[11.6 µM]	0%
CCc1ncc(CN2CCCCC2C(=O)Nc2ccc(Oc3ccccc3)nc2)cn1 (stereo not drawn)	-2%	57%	-1	-1%	5%	-12%	-19%
O=C(Nc1ccccc1N1CCCCC1)c1cnccn1	13%	19%	-32	-1%	1%	49%[activator]	?
CC(=O)Nc1cccc(-c2cc(C)c3cc4c(cc3n2)OCO4)c1	-1%	72%[activator]	221	-1%	3%	-3%	?
COc1cccc(N(CC(=O)NC2CC3CCC2C3)S(=O)(=O)c2ccccc2)c1 (stereo not drawn)	9%	10%	-37	3%	-17%	-3%	?
CC(NCCO)C(=O)C12CC3CC(CC(C3)C1)C2 (stereo not drawn)	-8%	-11%	46	5%	-3%	25%	0%
C/C=C(\C)CN1CCC(n2nccc2NC(=O)c2ccc(OC)cc2)CC1	-3%	18%	9	-1%	-1%	5%	0%
COc1cccc(C(=O)Nc2ccc(NC(=O)C(C)C)nc2)c1	-15%	-11%	-17	0%	-6%	-1%	16%
CCN(CC)S(=O)(=O)c1ccc2c(c1)N(CC(=O)Nc1cccc(C)c1C)C(=O)C1CCCN21 (stereo not drawn)	.	.	3	4%	4%	.	.
CCN1CCC(N(Cc2cccc(OC)c2)C(=O)Nc2cccc(C)c2C)CC1	.	.	-13	0%	0%	.	.
C[C@H](CO)N1C[C@H](C)[C@@H](CN(C)Cc2ccc3c(c2)OCCN3C)OCc2cnnn2CCCC1=O	.	.	-17	-11%	.	3%	.
CSc1ncccc1C(=O)OCC(=O)c1ccc(C)s1	.	4%	?	-1%	.	-1%	1%
O=C(CSc1ccccc1)NCCSCc1ccccc1	2%	-7%	-18	-9%	-15%	0%	5%
Cc1ccc(NC(=O)N2CCCC2C(=O)Nc2ccc3c(c2)OCCO3)cc1 (stereo not drawn)	-5%	-17%	-7	-5%	-12%	-18%	7%
CCCCc1cc(=O)oc2c(CN(C)C)c(O)c(Cl)cc12	-1%	11%	43	-5%	?	5%	17%
Cc1cc2nnc(SCC(=O)N3CCOCC3)n2c2ccccc12	1%	-31%	64	-10%	2%	-5%	2%
O=C(Nc1ccc(F)c(Cl)c1)c1csc([C@@H]2O[C@H](CO)[C@H](O)[C@H](O)[C@H]2O)n1	.	.	-12	-1%	.	1%	.
Cc1cc(C)c2nc(C)cc(Nc3ccc(C(=O)NCCO)cc3)c2c1	-6%	-12%	-91*	-2%	9%	-3%	-13%
CC(=O)NC(CCS(C)(=O)=O)C(=O)N1CCc2ccccc21 (stereo not drawn)	-6%	-16%	47	5%	1%	2%	17%
COCCn1c(C)cc(/C=C(\C#N)C(=O)OCC(=O)Nc2ccc(S(N)(=O)=O)cc2)c1C	.	-27%	-1	-4%	-17%	-7%	?
C/C(=N\NC1=NCCN1)c1ccccc1	-2%	-13%	41	3%	0%	-18%	0%
O=C(Cc1ccccc1[N+](=O)[O-])OCC(=O)c1c[nH]c2ccccc12	.	10µM*	8	-7%	-20%	-6%	17%
CC(C)n1cnc2c(NCc3ccccc3)cc(N[C@H](C)CO)cc21	.	173%[activator]	.	-1%	.	-12%	?
CCCc1c(C(=O)N2CCN(c3ccccc3OC)CC2)cnn1-c1ccccc1	3%	154%[activator]	-1	1%	-7%	-21%	?
CC1C(=O)N(Cc2cn(CCC3OCCCO3)nn2)CCS(=O)(=O)N1Cc1ccc(-c2cccc(CO)c2)cc1 (stereo not drawn)	.	.	-4	1%	.	13%	.
O=c1oc2ccccc2cc1-c1ccc(O)cc1	-8%	-10%	70	-6%	-9%	19%	?
COc1ccc(N2CCN(C(=O)CN(c3ccccc3)S(C)(=O)=O)CC2)cc1	2%	-3%	49	2%	?	2%	5%
CCOc1ccccc1N1CC(c2nc3ccccc3n2CCCCOc2ccccc2)CC1=O (stereo not drawn)	.	.	9	-6%	16%	.	.
O=C(O)CNc1nc(Cl)ccc1[N+](=O)[O-]	-2%	-14%	19	-6%	1%	59%[activator]	-1%
O=C(O)C1(Nc2ccccc2Cl)CCCC1	.	.	-20	-6%	.	-4%	13%
Cc1ccc([C@H]2C[C@H](O)[C@@H](n3cc(C4CC4)nn3)CN2CC2CCCCC2)cc1	.	.	5	4%	.	0%	.
COc1ccc(NC(=O)c2ccc(NC(=O)CN3CCC(C(N)=O)CC3)cc2)cc1	.	-19%	-33	4%	.	7%	-18%
COc1cccc(NC(=O)c2cccc(C)c2[N+](=O)[O-])c1	3%	-22%	15	2%	-1%	-10%	11%

Brought forward from above: 2 compounds, then new ones.
Structure	LmPK inhibitor	AmpC inh no detg	HCMV antiviral	Tb PYK inh	AmpC detergent	AMA1 RON2 block	HCV inhibitor
COc1ccc(NC(=O)c2ccc(NC(=O)CN3CCC(C(N)=O)CC3)cc2)cc1	.	-19%	-33	4%	.	7%	-18%
COc1cccc(NC(=O)c2cccc(C)c2[N+](=O)[O-])c1	3%	-22%	15	2%	-1%	-10%	11%
O=C(CN1CCC(n2nnc3ccccc32)CC1)NCc1cccs1	3%	-15%	-22	6%	?	0%	-13%
COc1ccc(NC(=O)c2ccc(-c3ccccc3)cc2)cc1S(=O)(=O)N1CCOCC1	14%	-11%	-68*	-16%	6%	-8%	?
O=C(O)C1(c2ccc(Cl)cc2)CCC1	4%	-10%	3	-4%	2%	1%	15%
O=c1c2c3c(sc2n(Cc2ccc(F)cc2Cl)c(=O)n1-c1ccc(Cl)cc1)CCC3	.	.	5	0%	17%	.	.
COc1cc(C(C)=O)ccc1OCC(=O)N(CCC1=CCCCC1)c1c(N)n(Cc2ccccc2)c(=O)[nH]c1=O	.	-24%	14	2%	-14%	4%	16%
CCOc1ccc2[nH]cc(C(=O)NCc3ccccc3)c(=O)c2c1	0%	-4%	-38	0%	3%	-1%	?
CCn1c(=O)cc(SCC(=O)NCc2ccc(OC)cc2OC)c2ccccc21	.	.	19	-2%	-3%	.	.
O=C(COC(=O)CCSc1ccccc1)Nc1ccc(F)cc1Cl	-1%	-11%	-33	4%	-7%	41%[activator]	-2%
COc1cccc(NC(=O)C2CCC(CNS(=O)(=O)c3cccs3)CC2)c1 (stereo not drawn)	-2%[11.5 µM]	-23%	-37	-12%	3%	5%	1%
C=CCn1c(O)c(N=Nc2c(C)n(C)n(-c3ccccc3)c2=O)c(=O)[nH]c1=S	-4%	-15%	-16	-6%	?	33%[activator]	-4%
Nc1cc(=O)n(Cc2ccccc2)c(=O)n1Cc1ccccc1	.	.	25	-2%	.	-1%	20%
CC(=O)Oc1ccc(Cn2c(C)c(C(=O)NCc3ccc(C#N)cc3)sc2=O)cc1	.	.	11	-6%	.	-2%	.
Fc1cccc2sc(N3CCOCC3)nc12	-5%	-28%	21	3%	-14%	-4%	-7%
Cc1ccc(NC(=O)CN2CCCCCC2)cc1Br	-9%	-28%	-20	-1%	-4%	3%	-11%
CC(C)OCC1Cn2c(nc3c2c(=O)n(C)c(=O)n3C)O1 (stereo not drawn)	0%	-5%	14	-14%	2%	-9%	2%
CCN1CCN(C(=O)c2ccc3c(c2)N(Cc2ccccc2F)C(=O)c2ccccc2S3=O)CC1 (stereo not drawn)	.	.	14	1%	-2%	.	.

High-throughput results deposited in PubChem BioAssay by National Center for Advancing Translational Sciences (NCATS).
